High-throughput results as filed in PubChem.
Platelet DG rel – modulates dense granule release in human platelets; 0.22% of 300,000 active; human platelet-rich plasma, SFLLRN dense granule ATP release, luminescence; inhibition, %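 (compounds screened at 7.5 µM in platelet-rich plasma)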;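 active means mean replicate score, as percent of positive control, at or above 50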
TRPC4 inh – blocks the mouse TRPC4 cation channel; Q9QUQ5; HEK293 TRPC4beta/mu-opioid, DAMGO-evoked Fluo4 calcium flux; stronger effect = lower value; B-score at 10 µM; 0.39% of 300,000 active; AID 2247;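 active means B-score over 3 SD under the library average, no early fluorescence shift, positive overall ratio signal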
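Assay system – HEK293 line stably carrying TRPC4beta and mu-opioid receptor · Doses – single dose · Detection – Fluo4 calcium-dye fluorescence, kinetic read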
RGS4 act – potentiators or activators of RGS4. HEK293 M3R/inducible RGS4, carbachol calcium flux Fluo4; stronger effect = lower value. B-score at 10 µM. 0.92% of 310,000 active. AID 463111;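 active means B-score of the integrated calcium signal more than 4 SD below the library mean, with starting fluorescence not abnormally high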;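 further: negative B-score means reduced calcium response which marks RGS4 activation or potentiation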
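Also added: carbachol at ECmax as muscarinic agonist stimulus; Assay system: HEK293 cells with stable M3R and inducible RGS4; Timing: overnight RGS4 induction, 30 min dye load 37 °C, 20 min compound RT; Measured by: Fluo4-AM (2 µM) calcium-flux fluorescence, kinetic read.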
MrgX1 ag – human MrgX1 receptor agonism, primary screen; Q96LB2; MrgX1-HEK293 cells, Fluo-4 calcium fluorescence, agonist mode; stronger effect = higher value; B-score at 10 µM; 0.44% of 310,000 active; AID 588627;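 active means calcium response B-score plate-corrected fluorescence ratio at least 3 library SD, with starting fluorescence B-score inside 5 SD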
Target sequence (Q96LB2 whole entry, looked up): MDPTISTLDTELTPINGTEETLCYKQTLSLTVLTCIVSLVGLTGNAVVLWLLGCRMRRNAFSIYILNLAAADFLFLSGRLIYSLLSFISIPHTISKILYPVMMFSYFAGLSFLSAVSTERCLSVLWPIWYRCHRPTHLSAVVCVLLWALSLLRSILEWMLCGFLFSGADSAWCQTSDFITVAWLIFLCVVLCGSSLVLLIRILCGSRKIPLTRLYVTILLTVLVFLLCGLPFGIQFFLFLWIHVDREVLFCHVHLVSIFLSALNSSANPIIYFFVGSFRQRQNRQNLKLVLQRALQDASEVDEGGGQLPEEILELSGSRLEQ
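Material: MrgX1-expressing HEK293 cells; input: 15,000 cells per well; doses: test compound given as first of three sequential additions; schedule: overnight plating before 1 h dye loading; technique: Fluo-4 NW calcium-flux fluorescence, kinetic read; evaluation: baseline-normalised fluorescence change ratio, B-scored; control set: plate-wise positive and negative controls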
SKKanGAS inh – inhibitors of SKKanGAS S. pyogenes growth in kanamycin (SK-promoter or general growth effect); BacTiter-Glo, 6 h; inhibition, % at 7.5 µM; 1.3% of 300,000 active; AID 1662;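 active means mean replicate score, as percent of positive control median, at least 50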;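 further: strain carries kanamycin resistance gene driven by streptokinase promoter and grows in 40 µg/ml kanamycin; loss of luminescence reflects streptokinase promoter inhibition or plain growth inhibition; 0% = median of DMSO wells and 100% = positive control at its reference dose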
RGS4 inh – human RGS4 inhibition; 0.45% of 310,000 active; P49798; B-score at 10 µM; HEK293 M3R/RGS4 inducible, Fluo-4 calcium flux; stronger effect = higher value; triggered by carbachol at its EC20;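 active means B-score, a plate-corrected calcium signal, over three deviations above library mean, with baseline fluorescence within five deviations of library mean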;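 further: RGS4 expression induced by doxycycline in cells with stable M3 receptor; B-score is computed from the integrated fluorescence ratio over baseline after carbachol; higher B-score means a larger calcium signal and so more RGS4 inhibition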
Target sequence (P49798 whole entry, looked up): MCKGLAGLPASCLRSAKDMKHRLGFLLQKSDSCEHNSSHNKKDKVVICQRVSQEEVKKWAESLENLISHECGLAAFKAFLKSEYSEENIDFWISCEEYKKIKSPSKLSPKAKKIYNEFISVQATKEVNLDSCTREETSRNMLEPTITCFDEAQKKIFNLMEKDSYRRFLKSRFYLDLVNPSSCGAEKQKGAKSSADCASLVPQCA
TRPC6 activator – activators of mouse TRPC6 channel | HEK293-TRPC6 membrane potential dye fluorescence; stronger effect = higher value | B-score at 10 µM | 0.13% of 310,000 active | AID 2550;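 active means B-score of the integrated fluorescence ratio above library mean plus 3 SD, and starting fluorescence ratio within library mean plus 5 SD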;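 further: higher score means more depolarization so channel activation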
MrgX1 antagonist – blocks BAM8-22 activation of human MrgX1 receptor. Q96LB2. MRGX1-HEK293 calcium flux, Fluo-4, BAM8-22 antagonism; stronger effect = lower value. B-score at 10 µM. 1.3% of 310,000 active. AID 588676;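 active means calcium-response B-score plate-corrected more than 3 library SD below zero, starting fluorescence within 5 deviations, no agonist response on first addition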;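 further: peak minus trough fluorescence over baseline after final BAM8-22 challenge near maximal dose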
HIF act – HIF pathway transcriptional activation; activation, % at 7.5 µM (by protocol); 0.32% of 300,000 active; U2OS HRE-luciferase reporter, luminescence; normalized: DMSO 0%, desferrioxamine 100%; AID 1910;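 active means mean activation of at least 10% of the iron chelator positive control signal, with at least half of replicates also reaching 10%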
TRPC6 inhibitor – mouse TRPC6 channel inhibition | 1.1% of 310,000 active | B-score at 10 µM | HEK293-TRPC6, membrane potential dye, ACh-evoked depolarization; stronger effect = lower value | Q61143;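 active means B-score under library mean minus 3 SD, initial fluorescence not abnormally high, positive integrated signal ratio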;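 further: B-score derived from integrated fluorescence ratio over the kinetic read; more negative B-score means stronger inhibition of depolarization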
MrgX1 PAM – allosterically activates human MrgX1 receptor signaling; AID 588675; MrgX1-HEK293, Fluo-4 calcium flux, FDSS; stronger effect = higher value; Q96LB2; 0.63% of 310,000 active; B-score at 10 µM;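 active means plate-corrected calcium response at least 3 library SD above typical, normal starting fluorescence, not activating the receptor alone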;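 further: compound read alongside a low EC10 to EC30 dose of BAM8-22 agonist; peak minus trough fluorescence over baseline measured at the second addition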
* marks the source's active call; other numbers are inactive results; i = inactive; · = no result given.

Below each SMILES: Platelet DG rel, TRPC4 inh, RGS4 act, MrgX1 ag, SKKanGAS inh, RGS4 inh, TRPC6 activator, MrgX1 antagonist, HIF act, TRPC6 inhibitor, MrgX1 PAM
- CCOc1cc(C2NC(=S)NC(C)=C2C(=O)Nc2ccc(OC)cc2)ccc1O (centres undefined)
→ 17, i, i, i, -1, i, i, i, -1.1, i, i
- Cc1ccc(C(=O)NCCNC(=O)COc2ccc(C)c(C)c2)cn1
→ -4, i, i, i, -1, i, i, i, 0.3, i, i
- COc1ccc([N+](=O)[O-])cc1NC(=O)CSCc1ccc(Br)cc1
→ -48, i, i, i, -3, i, i, i, 0.1, i, i
- O=C(Nc1c(C(=O)Nc2ccc3c(c2)OCCO3)cnn1-c1ccccc1Cl)c1ccco1
→ -8, i, i, i, 2, i, i, i, 0.5, i, i
- CC(=O)Nc1ccc(S(=O)(=O)NCCc2cc3ccc(C)c(C)c3[nH]c2=O)cc1
→ -3, i, i, i, 26, i, i, i, -0.8, i, i
- O=C(Nc1ccc(F)c(Cl)c1)C1CCN(S(=O)(=O)c2cccnc2)CC1
→ 11, i, i, i, -1, i, i, i, -0.1, i, i
- O=C(c1c(F)cccc1F)N1CCCC(c2nc(-c3cccs3)no2)C1 (centres undefined)
→ 25, i, i, i, 2, i, i, i, 2.9, i, i
- COc1ccc(NC(=O)CCc2c(C)nc3nc(C)nn3c2C)cc1
→ -5, i, i, i, -1, i, i, i, -1.4, i, i
- O=C(O)C1CCC(N2C(=O)C3C4CCC(C4)C3C2=O)CC1 (centres undefined)
→ 0, i, i, i, 13, i, i, i, -0.3, i, i
- CN(C)c1nc(C(=O)NN)nc(N(C)C)n1
→ -5, i, i, i, 2, i, i, i, 0.0, i, i
- O=S(=O)(Cc1noc(-c2ccccc2Cl)n1)c1ccccn1
→ 3, i, i, i, -4, i, i, i, 1.2, i, i
- CCn1cc(C(=O)OCC(=O)Nc2cccc(S(=O)(=O)N3CCOCC3)c2)c(=O)c2ccc(C)nc21
→ 7, ·, i, i, 8, i, i, i, -0.6, i, i
- C=CCn1c(=N)n(CC(O)COc2ccc(OC)cc2)c2ccccc21 (centres undefined)
→ -2, i, i, i, -4, i, i, i, -0.4, i, i
- CCc1cccc(NC(=O)c2cnn(-c3ccccc3)c2C)c1
→ 9, i, i, i, -4, i, i, i, 2.9, i, i
- Cc1cc(NC(=O)c2cnn3c(C(F)F)cc(C4CC4)nc23)no1
→ -12, i, i, i, 5, i, i, i, -0.2, i, i
- CCCCOc1ccc(C2(C)CC(=O)NC2=O)cc1 (centres undefined)
→ 3, ·, ·, i, 2, ·, ·, i, 1.5, ·, i
- COC(=O)c1ccccc1NC(=S)NC(=O)C1CC1
→ 9, i, i, i, -1, i, i, i, -0.5, i, i
- Cc1ccc(-c2nnc(N3CCC(C)CC3)c3ccccc23)cc1C
→ 3, i, i, i, 37, i, i, i, -0.4, i, i
- OCCN(CCO)CC(O)COc1ccc2c(c1)OCO2 (centres undefined)
→ 1, i, i, i, -1, i, i, i, -0.1, i, i
- O=C(Nc1ccc(Oc2ccccc2)cc1)c1cnc2n(c1=O)CCS2
→ 10, i, i, i, 16, i, i, i, 0.3, i, i
- COc1cc(CC(=O)OCC(=O)NC2CCCCC2)cc(OC)c1OC
→ -1, i, i, i, -6, i, i, i, 0.0, i, i
- Cc1cc2ccccn2c1C(=O)c1cccc(F)c1
→ -1, i, i, i, 5, i, i, i, -0.1, i, i
- O=C(Nc1ccccc1F)c1ccc2snnc2c1
→ 15, i, i, i, -2, i, i, i, 2.7, i, i
- CCC(C)[C@H](NC(=O)OC(C)(C)C)C(=O)N/N=C/c1ccc2cc(OC)ccc2n1 (some centres undefined)
→ 7, i, i, i, 9, i, i, i, 0.9, i, i
- O=C(C1CCN(S(=O)(=O)c2cccc3cccnc23)CC1)N1CCn2c1nc1ccccc12
→ -8, i, i, i, -1, i, i, i, ·, i, i
- COC(=O)c1nn(-c2nc(-c3cccc(OC)c3)cc(C(F)(F)F)n2)cc1[N+](=O)[O-]
→ -3, i, i, i, 5, i, i, i, -0.2, i, i
- O=C(O)c1ccccc1C(=O)N1CCN(C(=O)c2ccccc2Cl)CC1
→ 1, i, i, i, -5, i, i, i, -0.1, i, i
- CCOc1ccccc1C1C(C#N)=C(SCC(=O)OC)NC(=O)C1C(=O)OC (centres undefined)
→ 5, i, i, i, 1, i, i, i, -0.4, i, i
- O=C(O)CCNC(=O)/C(=C\c1ccco1)NC(=O)c1ccco1
→ -2, i, i, i, 7, i, i, i, -0.9, i, i
- Cc1ccc(Nc2c(-c3ccc(C)o3)nc3ncccn23)cc1
→ 4, i, i, i, 13, i, i, i, 1.0, i, i
- CCc1c(O)c(/C(C)=N\O)c(=O)n(-c2ccccc2)c1-c1ccccc1
→ -4, i, i, i, -5, i, i, i, -0.1, i, i
- Cc1c(N2C(=O)c3cccc4cccc(c34)C2=O)c(=O)n(-c2ccccc2)n1C
→ 6, i, i, i, 4, i, i, i, -0.3, i, i
- COc1ccc(C(=O)Nc2ccc(C)cc2C(=O)c2ccccc2)c(OC)c1
→ 10, i, i, i, 9, i, i, i, -0.1, i, i
- Cc1ccccc1NC(=O)C1Cc2ccccc2CN1C(=O)OCc1ccccc1 (centres undefined)
→ -6, i, i, i, -12, i, i, i, 0.5, i, i
- CCOC(=O)c1sc(NNC(=O)c2ccc(C)cc2)nc1C
→ -5, i, i, i, 0, i, i, i, -0.3, i, i
- CCCn1c(C2CCCN2c2nc(-c3ccc(C)cc3)cs2)nc2cc(Cl)c(N3CCCCC3)cc21 (centres undefined)
→ 9, i, i, i, 9, i, i, i, -1.4, i, i
- CCOc1ccc(C(C(=O)NC2CCCC2)N(C(=O)c2snc(C(N)=O)c2N)c2cccc(O)c2)cc1 (centres undefined)
→ 8, i, i, i, -1, i, i, i, -0.8, i, i
- Cc1ccccc1NC(=O)CCN1CCN(Cc2ccccc2)CC1
→ -2, i, i, i, -5, i, i, i, 0.7, i, i
- O=C(N/N=C/c1ccc2c(c1)OCO2)c1cc(-c2ccncc2)nc2ccccc12
→ 8, i, i, i, 0, i, i, i, 0.7, i, i
- CC1CC(C)CN(S(=O)(=O)c2ccc(Cl)cc2)C1 (centres undefined)
→ 14, i, i, i, 7, i, i, i, 0.4, i, i
- COc1ccc(OC)c(-c2csc(CCn3nc(C)cc3C)n2)c1
→ 9, i, i, i, -1, i, i, i, ·, i, i
- Cc1ccc(C)c(Nc2ccc(C(=O)NCCc3ccccc3)cn2)c1
→ 2, i, i, i, 3, i, i, i, -0.4, i, i
- COCCn1c(SCC(=O)Nc2nc3ccccc3s2)nnc1-c1ccoc1C
→ 5, i, i, i, -6, i, i, i, -0.5, i, i
- COC(=O)c1[nH]c2ccc(C)cc2c1NC(=O)c1ccccc1[N+](=O)[O-]
→ 3, i, i, i, -1, i, i, i, 0.2, i, i
- CC(=O)c1c(C)nc(-c2ccccc2)nc1NC(=O)Cc1ccccc1
→ 0, i, i, i, -5, i, i, i, 0.3, i, i
- CCOC(=O)N1CCC(NC(=O)c2ccc(CO)c(C(=O)NC3CCN(C(=O)OCC)CC3)c2)CC1
→ -1, i, i, i, -3, i, i, i, 0.0, i, i
- COc1cccc(Nc2ncnc3c2cnn3-c2cccc(C)c2)c1
→ 4, i, i, i, 31, i, i, i, 1.2, i, i
- COc1ccc(Cn2c(-c3ccccc3)nc3c(c(=O)c4ccccc4n3C)c2=O)cc1
→ -30, i, i, i, 20, i, i, i, -0.4, i, i
- O=S(=O)(c1cccc2nonc12)N1CCN(c2ccc(F)cc2)CC1
→ 0, i, i, i, 1, i, i, i, 0.0, i, i
- CC(C)(C)c1nc(SCC(=O)NC2CCCC2)c2ccccc2n1
→ -1, i, i, i, 7, i, i, i, 0.2, i, i
- CCN(CC)c1ccc(/C=N/N2CCN(c3ccccc3OC)CC2)cc1
→ 8, i, i, i, 13, i, i, i, -0.8, i, i
- Cc1ccc(NC(=O)C(C)SCc2nc3sc4c(c3c(=O)[nH]2)CCCC4)nc1 (centres undefined)
→ -1, i, i, i, 23, i, i, i, 1.5, i, i
- C=CCNC(=O)/C(=C\c1cccc([N+](=O)[O-])c1)NC(=O)c1ccccc1
→ 3, i, i, i, -3, i, i, i, -0.1, i, i
- CCOC(=O)c1sc(=NC(=O)COc2ccccc2)n(C)c1C
→ 4, i, i, i, 1, i, i, i, 3.2, i, 11*
- Fc1cccc(NC(=S)NCc2ccccn2)c1
→ -5, i, i, i, 6, i, i, i, 1.2, i, i
- O=c1c(NCCc2ccc(Cl)cc2)c(-c2ccccc2)c1=O
→ 19, i, i, i, 2, i, i, i, -14, i, i
- Cc1cnc(NC(=O)Cc2c[nH]c3ccccc23)s1
→ 3, i, i, i, 1, i, i, i, 5.0, i, i
- CCCC(=O)Oc1c(S(=O)(=O)c2ccc(C)cc2)c(C)nn1C(C)(C)C
→ 0, i, i, i, -2, i, i, i, -0.1, i, i
- CCOC(=O)C1CCCN(S(=O)(=O)c2c(C)[nH]c(C)c2C(=O)N2CCCC2)C1 (centres undefined)
→ 1, i, i, i, 14, i, i, i, -0.4, i, i
- COc1ccc(CNC(=O)C2CCCN(S(=O)(=O)c3c(C)n[nH]c3C)C2)cc1 (centres undefined)
→ 1, i, i, i, 1, i, i, i, -0.1, i, i
- CCCOc1ccccc1NC(=O)Nc1ccccc1Cl
→ 8, i, i, i, 2, i, i, i, -0.1, i, i
- COc1ccc(Nc2ncnc3c2cnn3Cc2ccccc2)cc1
→ -1, i, i, i, 17, i, i, i, 0.5, i, i
- CCCCNC(=O)COC(=O)c1ccc(NC(C)=O)cc1
→ 0, i, i, i, -3, i, i, i, -0.3, i, i
